Screens deposited in PubChem by National Center for Advancing Translational Sciences (NCATS).
BCR signal inh: chronic active BCR signaling inhibition. ABC-DLBCL IkBa-CBG/CBR reporter, luminescence ratio, 4 h. Potency, µM (series often up to 46.1 µM), without a hit: top-dose ratio change, negative = lower green/red ratio, most hits filed as inhibitors. 340,000 tested, 0.05% active; active = well fitted inhibition curve with a large enough effect in the signal ratio, with a control signal flat, not every such curve was filed as active; inconclusive = small, poorly fitted or top-dose-only effect, or effect the other way, or a change in a side signal; the % refers to the signal ratio;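 note: potency is the fitted concentration of half-maximal effect; plate controls were basal doxycycline-induced cells for no effect and cells given 10 µM MG132 for full effect; MG132 reads +100%, hits lower the ratio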
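Compounds up to 46 uM were incubated four hours with TMD8 cells whose green CBG68 luciferase is fused to IkappaBalpha; red CBR luminescence normalised the signal, and concentration-effect curves were fitted to fusion, red and ratio data.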
Mito fusion act: blocks mitochondrial division or promotes mitochondrial fusion | S. cerevisiae fusion-defective mutant growth rescue, CellTiterGlo 48 h | Potency, µM (series often up to 46.1 µM), without a hit: top-dose growth rescue (activation), usual class: activators | 320,000 tested, 0.23% active | AID 485298;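 note: potency is the fitted concentration of half-maximal effect; % of control where 0% means no effect; nearly all actives have a fitted effect of over 45% in size; temperature-sensitive fusion mutants such as fzo1-1 at 37 °C on non-fermentable ethanol glycerol medium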
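Growth-rescue viability read-out: after 48 h at the non-permissive 37C in glycerol/ethanol YPEG, yeast mitochondrial fusion mutants are measured by CellTiterGlo luminescence; compounds (23 nl pinned per well) restoring growth score as division inhibitors or fusion activators.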
Tb PFK inh: T. brucei PFK enzyme inhibition; O15648; T. brucei PFK, ADP-Glo luminescence; Potency, µM (titrated, usually from 57.5 µM), for inactives: top-dose activity, negative = inhibition, hits mostly inhibitors; 330,000 tested, 0.17% active; AID 485367;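 note: potency is the fitted concentration of half-maximal effect; 0% = uninhibited 1x PFK enzyme wells and -100% = no-enzyme wells; nearly all actives have a fitted effect of over 60% in size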
Target sequence (O15648 whole entry, looked up): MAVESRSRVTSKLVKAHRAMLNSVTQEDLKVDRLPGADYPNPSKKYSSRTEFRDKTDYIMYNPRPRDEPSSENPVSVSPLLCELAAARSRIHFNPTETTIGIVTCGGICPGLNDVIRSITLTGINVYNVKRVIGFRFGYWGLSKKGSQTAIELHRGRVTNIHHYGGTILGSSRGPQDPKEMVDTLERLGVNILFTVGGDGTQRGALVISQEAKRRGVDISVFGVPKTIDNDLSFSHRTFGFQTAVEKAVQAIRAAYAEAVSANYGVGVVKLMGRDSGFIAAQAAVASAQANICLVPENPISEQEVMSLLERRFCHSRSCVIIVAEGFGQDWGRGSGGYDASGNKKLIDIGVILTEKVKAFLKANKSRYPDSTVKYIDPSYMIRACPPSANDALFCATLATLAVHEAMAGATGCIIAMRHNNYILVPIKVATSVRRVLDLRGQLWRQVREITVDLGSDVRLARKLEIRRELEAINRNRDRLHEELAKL
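PFK 1.25 nM, F6P 0.5 mM, ATP 0.1 mM, 0.1 M TEA pH 8.0, 5 mM MgCl2, 0.01% Tween20, 0.1% BSA; 45 min RT. ADP-Glo readout. qHTS titration up to 57 uM; curves fitted, compounds curve-classed.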
TCR activator: activates T cell receptor signaling | primary human leukocytes, anti-CD3, IL-2 HTRF, 48 h | Potency, µM (series often up to 9.22 µM), without a hit: at the highest dose activation of IL-2 secretion, usual class: activators | 330,000 tested, under 10 active | AID 504894; note: % of control where 0% means no effect
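48 hr co-incubation of compounds, a-CD3 beads and primary human leukocytes; IL-2 quantified homogeneously by HTRF with anti-IL-2 K and d2 conjugates.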
B2AR arrestin: agonists driving beta-arrestin recruitment to human beta2-adrenergic receptor; P07550; beta-arrestin recruitment to beta2AR, cell-based reporter; Potency, µM (series often up to 46.1 µM), for inactives: at the top dose activation, actives largely listed as activators; 330,000 tested, 0.02% active;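 note: potency is the fitted concentration of half-maximal effect; 0% = DMSO controls and full agonism = EC100 isoproterenol or metaproterenol; nearly all actives have a fitted effect of over 65% in size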
Target sequence (P07550 whole entry, looked up): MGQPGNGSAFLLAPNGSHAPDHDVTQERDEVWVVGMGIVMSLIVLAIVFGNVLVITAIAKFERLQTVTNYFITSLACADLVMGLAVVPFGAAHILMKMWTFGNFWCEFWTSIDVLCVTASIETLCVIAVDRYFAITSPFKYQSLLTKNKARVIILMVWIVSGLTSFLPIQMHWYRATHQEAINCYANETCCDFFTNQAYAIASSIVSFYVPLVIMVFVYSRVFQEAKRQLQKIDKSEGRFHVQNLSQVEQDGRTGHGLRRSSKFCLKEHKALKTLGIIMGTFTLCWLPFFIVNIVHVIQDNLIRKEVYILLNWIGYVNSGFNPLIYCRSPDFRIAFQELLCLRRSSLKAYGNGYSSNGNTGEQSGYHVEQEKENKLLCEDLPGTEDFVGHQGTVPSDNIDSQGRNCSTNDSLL
TSHR antag: antagonists of human thyroid stimulating hormone receptor; activity change, negative = inhibition, % at 11.5 µM; AID 504810; P16473; 330,000 tested, 0.2% active; TSHR-expressing cells, TSH-stimulated cAMP HTRF, 2 h; hits give low values;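 active = activity change below a set negative limit, meaning inhibition stronger than a set level, cut at about -70% in these data; inconclusive = activity change between two set negative limits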; note: % is set by controls: 0 for no effect and ±100 for the full control effect
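Read-out is FRET at 665 nm (cryptate excitation 337 nm) from a cryptate-tagged anti-cAMP antibody, competed by cell cAMP against cAMP-d2. Compounds are tested on freshly harvested TSHR cells challenged with 4nM TSH (EC80) for 2 hours at 37 deg C.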
USP2a inh: blocks human ubiquitin-specific protease USP2a; O75604; USP2 core, Ub-CHOP2 coupled fluorogenic reporter, 485/531; Potency, µM (top dose mostly 38.3 µM), for inactives: at the highest dose activity change, negative = inhibition, usual class: inhibitors; 330,000 tested, 0.01% active; AID 463254;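 note: potency is the fitted concentration of half-maximal effect; plate controls were DMSO wells for no effect and full inhibition by NEM control for full effect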
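Deubiquitinase activity read as fluorescence (485/531 nm) after Ub-CHOP2 cleavage activates the enterokinase reporter on its substrate; USP2 core 10nM, Ub-CHOP2 and substrate 25nM each, 30min compound preincubation then 60min RT; data normalized to NEM, curves fitted.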
Eya2 phos inh: blocks the phosphatase activity of human Eya2 | Potency, µM (top dose mostly 76.9 µM), without a hit: top-dose activity, negative = inhibition, hits mostly inhibitors | O00167 | recombinant Eya2, OMFP fluorescence dephosphorylation (OMFP is methylfluorescein phosphate) | AID 488837 | 330,000 tested, 0.006% active; note: potency is the fitted concentration of half-maximal effect; % is set by controls: 0 for no effect and ±100 for the full control effect
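Eya2 (0.2 uM) preincubated 10 min at ambient with compound, then OMFP substrate added at 50 uM; 10 min reaction in 50 mM HEPES pH 7.5, 50 mM NaCl, 5 uM MgCl2, 0.05% BSA, 1 mM DTT. Fluorescence read at Ex 485/Em 525 nm.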
PTAP TSG101 blk: blocks PTAP/TSG101 interaction to inhibit HIV-1 budding. Q99816. Fluorescence polarization, FITC-PTAP peptide / Tsg101 binding. Potency, µM (series often up to 115 µM), for inactives: top-dose activity change, negative = inhibition, actives largely listed as inhibitors. 340,000 tested, under 10 active. AID 493005; active = well fitted inhibition curve with a large enough effect in the main read-out, with a control signal flat, not every such curve was filed as active; inconclusive = small, poorly fitted or top-dose-only effect, or effect the other way, or a change in a side signal; inactive = no such curve, though single readings can be large or run the other way; note: potency is the fitted concentration of half-maximal effect; % of control where 0% means no effect
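Fluorescence anisotropy tracks displacement of a FITC-tagged PTAP peptide (50 nM) from the Tsg101 binding domain (10 uM), following a 20 min room-temperature incubation at pH 7.5.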
uPA generation: cell surface uPA generation inhibition; cell surface uPA generation assay, qHTS; 330,000 tested, 0.31% active; AID 540303; Potency, µM (top dose mostly 38.3 µM), inactives show at the top dose activity change, negative = inhibition, actives largely listed as inhibitors; active = well fitted inhibition curve with a large enough effect; inconclusive = small, poorly fitted or top-dose-only effect; inactive = no such curve, though single readings can be large or run the other way; tested in mouse RAW 264.7 cells; note: potency is the fitted concentration of half-maximal effect; % is set by controls: 0 for no effect and ±100 for the full control effect; nearly all actives have a fitted effect of over 55% in size
ELG1 DNA repair: ELG1-dependent DNA repair inhibition | HEK293T ELG1-luciferase reporter, luminescence, 16 h; DNA damage induced by 5-fluorouridine | Potency, µM (doses to about 46.1 µM), inactives show at the top dose activity change, negative = inhibition, usual class: inhibitors | 330,000 tested, 2.3% active; note: potency is the fitted concentration of half-maximal effect; % is set by controls: 0 for no effect and ±100 for the full control effect; nearly all actives have a fitted effect of over 55% in size
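Step one: seed 2,000 cells per well. Step two: pin-transfer compound or DMSO alongside 5-fluorouridine. Step three: incubate 16 hr, 37 °C, 5% CO2. Step four: add ONE-Glo, wait 30 min, read luminescence.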
* hit, by the source's call; ? = inconclusive; . = not tested or not shown; [ ] = dose if it differs, or a comment. Unless noted, calls come from the whole dose curve; as a rule, active = well fitted curve in the direction sought with a large enough effect; inconclusive = small, poorly fitted or top-dose-only effect, or another doubt; inactive = no such curve, though single readings can be large; an effect the other way counts as inactive or inconclusive.

SMILES	BCR signal inh	Mito fusion act	Tb PFK inh	TCR activator	B2AR arrestin	TSHR antag	USP2a inh	Eya2 phos inh	PTAP TSG101 blk	uPA generation	ELG1 DNA repair
CC(=O)c1ccc(OCCNS(=O)(=O)c2ccc(-n3cnnn3)c(C)c2)cc1	1%	-2%	1%	2%	0.4%	12	2%	4%	-3%	-5%	?
CC(C)OC(=O)CC1C(=O)NCCN1C(=S)NC(=O)c1ccc(F)cc1 (configuration not stated)	1%	0%	-3%	0%	-0.4%	12	2%	-3%	-2%	-2%	6%
O=C(O)CC(CC(=O)O)c1ccsc1	1%	3%	-8%	1%	-0.1%	4	1%	4%	-12%	-2%	17%
O=C(NCCN1CCCCC1)Nc1ccc([N+](=O)[O-])cc1	4%	1%	-2%	.	-0.8%	-3	1%	-2%	-3%	5%	1%
CC(=O)Nc1ccc(S(=O)(=O)Nc2nccc(/C=C/c3ccccc3F)n2)cc1	?	-1%	-4%	0%	-0.3%	-2	0%	-1%	0%	-1%	15%
Oc1cccc(/C=C/c2ccc3cccc(O)c3n2)c1	?	25%	-10%	4%	-0.3%	-9	-3%	-12%	-4%	4%	?
CC1=NN(C(=O)c2ccccc2C)C(O)(c2ccc(Cl)cc2)C1 (configuration not stated)	?	5%	1%	0%	-1.2%	0	-1%	2%	-9%	3%	-6%
CC1CCN(CC(=O)n2c3c(c4ccccc42)CCCC3)CC1	?	-2%	-2%	11%	-0.1%	-2	2%	-7%	-4%	4%	7%
Cc1noc(C)c1C(=O)Nc1ccc(S(=O)(=O)N2CCC(C)CC2)cc1	0%	2%	-7%	-4%	-1.1%	-3	-3%	-27%	-5%	15%	-6%
Cc1cc(OCCN2CCCCCC2)ccc1[N+](=O)[O-]	-26%	-2%	9%	1%[46.1 µM]	-0.5%	7	3%	3%	-4%	-4%	?
COC(=O)c1ccc(NC(=O)CSc2nc(=O)cc(N)n2-c2ccccc2)cc1	-9%	-1%	-1%	4%	0.2%	-2	0%	-5%	2%	11%	-25%
CCc1noc(C)c1C(=O)OCC(=O)Nc1cccc(C)c1	?	2%	1%	1%	-0.9%	0	4%	0%	-2%	-1%	9%
O=C(COC(=O)CCNS(=O)(=O)c1ccc(Cl)cc1)NCc1ccco1	-1%	-1%	-3%	1%	0.2%	9	1%	-4%	-4%	-4%	-6%
CCCCCCCCCC[n+]1cccc2c3ccccc3ccc21	?	2%[9.22 µM]	-6%	-15%	-0.3%	-44	-3%	-13%	-6%	0.71µM*	2.3µM*
Cc1cc(C)c(C)c(S(=O)(=O)N2CCN(c3ccccn3)CC2)c1C	-10%	?	0%	0%	-0.3%	3	-3%	-17%	-3%	7%	5%
CCN(CC)S(=O)(=O)c1ccc2oc(SCC3CN=C(c4ccc(OC)cc4)S3)nc2c1 (configuration not stated)	?	2%	?	3%	0.2%	-27	-2%	-2%	2%	0%	?
O=C(Nc1ccc2c(c1)CCC2)c1cccs1	3%	-4%	0%	6%	-0.1%	18	1%	-13%	-2%	0%	?
O=C(COC(=O)c1ccc(Cl)nc1)NCCc1ccc(F)cc1	2%	.	-5%	1%	-0.4%	-3	2%	4%	-3%	8%	4%
Cc1ncc(CO)c(/C=N/NC(=O)c2ccccc2Br)c1O	?	-5%	4%	-8%[46.1 µM]	0.3%	6	2%	5%	-3%	3%	?
CCOC(=O)c1c(-c2ccccc2)csc1NC(=O)CSc1ccccc1	14%	17%	-4%	-4%[46.1 µM]	-0.3%	10	-6%	-2%	2%	16%	-1%
COc1cc(C(=S)N2CCCC2)cc(OC)c1OC	2%	4%	-9%	-6%	0.1%	5	2%	-12%	-3%	25%	?
Cc1ccc(NC(=O)CCC(=O)NCCO)cc1	4%	0%	1%	0%	-0.1%	0	2%	-3%	-3%	-2%	3%
CC1(C)NC(=O)N(CC(=O)N2CCN(S(=O)(=O)c3cc(Cl)ccc3Cl)CC2)C1=O	-3%	3%	1%	11%	0.3%	-22	2%	3%	-7%	-4%	22%
Cc1ccc(C2NC(c3ccc(C)cc3)C([N+](=O)[O-])C(C)(C)C2[N+](=O)[O-])cc1 (configuration not stated)	2%	25%	0%	0%[46.1 µM]	-0.6%	4	0%	-2%	-4%	5%	?
COc1cc2sc(C)nc2c2ccccc12	6%	-10%	-4%	-102%	0.3%	-2	-2%	0%	-5%	-16%	-7%
(next part)
SMILES	BCR signal inh	Mito fusion act	Tb PFK inh	TCR activator	B2AR arrestin	TSHR antag	USP2a inh	Eya2 phos inh	PTAP TSG101 blk	uPA generation	ELG1 DNA repair
CCN(CC)Cc1ccc(OC)c(Cl)c1	-1%	-1%	1%	8%	-0.1%	0	0%	5%	0%	-18%	2%
COc1ccc(C(=O)Nc2ccccc2C(=O)N/N=C/c2cccc3ccccc23)cc1	-10%	-19%	1%	.	-0.9%	10	4%	-16%	-3%	-4%	?
O=C(c1cc(Br)ccc1Cl)N1CCN(c2ccc(N3CCOCC3)nn2)CC1	2%	-5%	-3%	-6%	0.1%	-5	0%	2%	-3%	?	-6%
COc1cc(C(=O)NNC(=O)C2CCCC2)cc(OC)c1OC	10%	1%	0%	9%	0.1%	1	0%	-1%	0%	7%	4%
O=S(=O)(Nc1cc(Cl)ccc1-n1cncn1)c1cc(Br)ccc1Br	7%	16%	-7%	-2%	-0.2%	?	0%	-18%	-7%	-16%	23µM*
Cc1cc(O)c(C(C)C)cc1NC(=O)c1ccc(Cl)cc1	?	0%	3%	4%	-0.1%	2	3%	-22%	-3%	-3%	-3%
CCOCCCNC(=S)NCCc1ccccc1	4%	-8%	-1%	-9%[46.1 µM]	-0.2%	2	2%	-7%	-1%	2%	?
O=C(NCCc1ccccc1)c1cnn2c(C(F)F)cc(C3CC3)nc12	2%	?	1%	-8%	-0.2%	-21	1%	6%	1%	-7%	-6%
C/C(CC(=O)NCc1ccco1)=N\NC(=O)CC#N	8%	4%	0%	7%	-0.2%	7	-6%	-8%	-5%	8%	1%
CNC(=S)SCCOc1ccc(C)cc1	-3%	0%	-8%	-1%[46.1 µM]	-0.8%	8	1%	-3%	-11%	?	9%
O=C(CN1CCN(Cc2cccc(Cl)c2)C1=O)NCc1cccs1	8%	3%	-3%	13%	8.1%	-4	-1%	-3%	0%	13%	2%
COc1ccc(NC(C)=O)cc1NC(=O)CCn1c(=O)sc2ccccc21	-26%	-3%	-2%	3%[46.1 µM]	-0.2%	-3	7%	-9%	-2%	6%	5%
CCn1cnc2sc(C(=O)O)c(C)c2c1=O	?	-4%	0%	-2%	-0.2%	-2	1%	7%	-7%	2%	8%
CC(NC(=O)CN1CCN(Cc2ccc(Cl)cc2)C1=O)c1ccc2c(c1)OCCO2 (configuration not stated)	1%	-6%	1%	-7%	-1.5%	38	1%	1%	2%	2%	-4%
CC(=O)Nc1ccc(N/C=C/C(=O)c2ccc(Br)cc2)cc1	1%	0%	0%	-6%	-1.1%	1	2%	3%	1%	?	?
CCOC(=O)N1CCN(S(=O)(=O)c2ccc(C(=O)Nc3sc4c(c3C(N)=O)CC(C)(C)NC4(C)C)cc2)CC1	?	4%	0%	4%	-0.1%	16	-1%	4%	-3%	?	11%

Reformatted: 4 of the compounds above.
canonical_smiles | BCR signal inh | Mito fusion act | Tb PFK inh | TCR activator | B2AR arrestin | TSHR antag | USP2a inh | Eya2 phos inh | PTAP TSG101 blk | uPA generation | ELG1 DNA repair
CCOC(=O)c1c(-c2ccccc2)csc1NC(=O)CSc1ccccc1 | 14% | 17% | -4% | -4%[46.1 µM] | -0.3% | 10 | -6% | -2% | 2% | 16% | -1%
COc1cc(C(=S)N2CCCC2)cc(OC)c1OC | 2% | 4% | -9% | -6% | 0.1% | 5 | 2% | -12% | -3% | 25% | ?
Cc1ccc(NC(=O)CCC(=O)NCCO)cc1 | 4% | 0% | 1% | 0% | -0.1% | 0 | 2% | -3% | -3% | -2% | 3%
CC1(C)NC(=O)N(CC(=O)N2CCN(S(=O)(=O)c3cc(Cl)ccc3Cl)CC2)C1=O | -3% | 3% | 1% | 11% | 0.3% | -22 | 2% | 3% | -7% | -4% | 22%
